From PubChem BioAssay
ALOX12 inhib = qHTS Assay for Inhibitors of 12-hLO (12-human lipoxygenase); Polyunsaturated fatty acid lipoxygenase ALOX12 (Homo sapiens), P18054; purified 12-hLO, xylenol orange hydroperoxide absorbance; Potency, µM (doses to about 57.1 µM), for the others: at the highest dose activity change, negative = inhibition, hits mostly inhibitors; 150,000 compounds, 0.12% hits; AID 1452, 2008; note: potency is the fitted concentration of half-maximal effect; nearly all actives have a fitted effect of over 55% in size; many of its hits are not listed in these tables
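Lipoxygenase turnover measured by absorbance at 573 and 405 nm after Fe-XO development. Human 12hLO 150 nM, arachidonate 40 uM, pH 7.0 Hepes buffer with detergent; 15 min compound preincubation, 30 min reaction.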
IMPase cell inh = qHTS Assay for Identifying the Cell-Membrane Permeable IMPase Inhibitors. Inositol monophosphatase 1 (Rattus norvegicus), P97697. CHO-M1 cells, IP1 accumulation, HTRF TR-FRET ratio. inhibition (IP1 accumulation), % at 46.1 µM. 120,000 tested, under 10 active. AID 901, 2007; active = well fitted curve in the direction sought with a large enough effect in the signal ratio, not every such curve was filed as active; inconclusive = small, poorly fitted or top-dose-only effect, or a change in a side signal; inactive = no such curve, though single readings can be large or run the other way; the % refers to the signal ratio;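 note: cells stimulated with carbachol in lithium chloride buffer; plate controls were DMSO basal wells for no effect and reference inhibitor wells for full effect; higher means more IMPase inhibition seen as more IP1 and lower FRET ratio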
Target sequence (P97697 whole entry, looked up): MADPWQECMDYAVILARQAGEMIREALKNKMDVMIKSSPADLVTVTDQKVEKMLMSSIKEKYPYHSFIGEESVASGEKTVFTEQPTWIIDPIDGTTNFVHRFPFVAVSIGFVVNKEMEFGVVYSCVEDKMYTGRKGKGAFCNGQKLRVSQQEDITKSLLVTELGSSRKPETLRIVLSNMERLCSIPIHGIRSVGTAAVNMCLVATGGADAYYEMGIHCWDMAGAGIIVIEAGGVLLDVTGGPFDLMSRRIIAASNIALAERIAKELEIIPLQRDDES
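CHO-M1 cells (CHO stably expressing M1 receptor), compound up to 46 uM final, stimulated with carbachol (50 uM as added) in buffer with 50mM LiCl, pH 7.4, 30 min at 37C. Cytosolic IP1 read by TR-FRET; AC50 from Hill fits.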
PNC inhibitor = High Content Assay for Compounds that inhibit the Assembly of the Perinucleolar Compartment. activity change (PNC), negative = inhibition, % at 10 µM. 140,000 compounds, 3.1% hits. PC3M PTB-GFP, PNC prevalence imaging, 16 h; stronger effect = lower value;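 active = readout at or below -70, meaning at least 70% loss of cells showing the perinucleolar compartment, a nuclear body marking cancer cells; inconclusive = readout between -30 and a set limit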;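 note: plate controls were DMSO wells for no effect and camptothecin positive control wells for full effect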
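PC3M cells stably expressing PTB-GFP, 750–1000 cells/well, treated 16 h at 37 °C with compound (23 nl of library stock), in duplicate. After paraformaldehyde fixation and Hoechst stain, imaged at 20x; PNC prevalence scored by image analysis.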
15-hLO-2 inh = qHTS Assay for Inhibitors of 15-hLO-2 (15-human lipoxygenase 2); Potency, µM (doses to about 57.1 µM), for inactives: at the highest dose activity change, negative = inhibition, usual class: inhibitors; AID 881, 2007; purified 15hLO-2, xylenol orange hydroperoxide absorbance; Polyunsaturated fatty acid lipoxygenase ALOX15B (Homo sapiens), O15296; 110,000 compounds, 0.56% hits; note: potency is the fitted concentration of half-maximal effect; nearly all actives have a fitted effect of over 60% in size; many of its hits are not listed in these tables
Target sequence (O15296 whole entry, looked up): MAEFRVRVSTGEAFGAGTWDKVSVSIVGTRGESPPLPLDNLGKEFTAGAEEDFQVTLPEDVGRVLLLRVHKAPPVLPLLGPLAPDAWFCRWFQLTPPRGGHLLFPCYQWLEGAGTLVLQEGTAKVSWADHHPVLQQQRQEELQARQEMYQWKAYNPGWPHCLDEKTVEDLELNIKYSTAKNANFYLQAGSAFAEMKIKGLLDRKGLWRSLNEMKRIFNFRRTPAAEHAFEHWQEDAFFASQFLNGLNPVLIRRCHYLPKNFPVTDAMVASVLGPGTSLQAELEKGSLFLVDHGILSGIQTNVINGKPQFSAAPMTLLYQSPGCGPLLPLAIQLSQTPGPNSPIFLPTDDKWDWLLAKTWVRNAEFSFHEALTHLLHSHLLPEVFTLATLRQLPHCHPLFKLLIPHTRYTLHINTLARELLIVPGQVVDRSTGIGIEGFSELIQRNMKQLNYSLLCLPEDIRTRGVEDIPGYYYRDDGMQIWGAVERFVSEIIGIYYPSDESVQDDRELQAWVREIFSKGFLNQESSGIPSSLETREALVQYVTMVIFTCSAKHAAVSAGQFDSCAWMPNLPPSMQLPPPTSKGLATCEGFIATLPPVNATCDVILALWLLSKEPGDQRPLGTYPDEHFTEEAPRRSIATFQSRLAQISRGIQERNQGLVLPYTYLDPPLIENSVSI
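Enzyme 50 nM, AA 45 uM, 25 mM Hepes pH 7.5 + 0.01% Triton X-100; cpd preinc 15 min RT, rxn 90 min RT; stop/detect with 200 uM XO + 300 uM Fe(II) in 50 mM H2SO4, 30 min; A573/A405.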
Numbers without * were called inactive; ? = inconclusive; / = no result given; [ ] = dose if it differs, or a comment. Unless noted, calls come from the whole dose curve; as a rule, active = well fitted curve in the direction sought with a large enough effect; inconclusive = small, poorly fitted or top-dose-only effect, or another doubt; inactive = no such curve, though single readings can be large; an effect the other way counts as inactive or inconclusive. Unless noted, % is set by controls: 0 for no effect and ±100 for the full control effect.

ALOX12 inhib	IMPase cell inh	PNC inhibitor	15-hLO-2 inh	molecule
0.9%	/	12.4	/	CCOC(=O)c1[nH]c2c(c1-c1ccccc1)C(=O)CC(c1ccccc1)C2 (stereo not given)
-2.3%	-11.0	90.2	/	CN(C)S(=O)(=O)c1cc(NC(=O)COC(=O)c2ccc3c(c2)OCO3)ccc1Cl
-7.2%	/	65.7	/	Cc1nc2cc(-c3ccccc3)nn2c(C)c1CCC(=O)NC(C)c1ccc2c(c1)OCCO2 (stereo not given)
1.3%	4.1	?	/	O=C(NCc1ccco1)c1cccc(S(=O)(=O)N2CCc3ccccc32)c1
6.1%	/	8.8	/	COc1ccc(Br)cc1/C=N/NC(=O)c1cc(OC)c(OC)c(OC)c1
5.5%	-6.8	?	/	CC(=O)/C(=N/Nc1ccccc1)Sc1nnc(CCc2ccccc2)n1-c1ccccc1
-10.3%	4.9	18.3	-1.0%	C=CCOC(=O)C(C#N)c1nc2ccccc2nc1N1CCN(Cc2ccccc2)CC1 (stereo not given)
4.4%	11.4	18.5	23.1%	Cc1ccc2ncnc(Nc3ccc(C)c(C)c3)c2c1
-3.9%	-0.2	4.9	-13.3%	Cc1ccccc1N1C(=O)C2ON(c3ccccc3)C(c3ccncc3)C2C1=O (stereo not given)
-8.4%	-1.3	212.5	/	COc1cc2c(cc1OC)C(C)N(C(=O)c1cc3n(n1)C(C(F)(F)F)CC(c1ccco1)N3)CC2 (stereo not given)
1.2%	3.5	76.9	-15.2%	CC1=C(C(=O)N2CCCCCC2)C2(CCC(C)CC2)OC1=O (stereo not given)
-7.6%	4.3	50.1	-1.1%	CCOC(=O)c1sc2c(c1C)c(=O)c(C(=O)OCC)cn2CC
1.6%	-9.0	-113.7*	/	Cc1ccccc1NC(=O)C1CCN(c2cc(-c3ccccc3)nc3ncnn23)CC1
-9.5%	2.2	?	-0.2%	Cc1ccc2nc(SCc3nnc(-c4cccs4)o3)[nH]c2c1
-4.9%	3.0	?	-6.2%	COC1(OC)N=C(N)C2(C#N)C(c3ccc4c(c3)OCO4)C12C#N (stereo not given)
8.4%	1.8	-25.7	10.7%	CCCCOc1ccc(NC(=O)c2cnc(C)cn2)cc1
-0.6%	?	194.8	/	CC1CN(S(=O)(=O)c2cccc3nsnc23)CC(C)O1 (stereo not given)
-2.3%	27.0	?	-9.4%	CCN1C(=O)c2cccc3c(NC(=O)C4CCCCC4)ccc1c23
-4.3%	2.3	60.2	6.2%	CSc1ccccc1NC(=O)COc1ccccc1Cl
0.6%	?	-1.6	-4.2%	CCCn1c(=O)c2ccccc2n2c(SCC(=O)Nc3cc(C)on3)nnc12
-4.0%	1.9	?	19.3%	O=C(Nc1ccc(Oc2ccc3ccccc3c2)cc1)c1ccco1
-12.6%	/	14.1	/	Nc1ccc(C(=O)OCC(=O)Nc2ccc3c(c2)OCO3)cc1[N+](=O)[O-]
7.7%	4.9	1.8	4.8%	CCC(C)(C)NC(=O)CN(C(=O)CCC(=O)Nc1ccccn1)c1ccc(F)c(Cl)c1
-2.7%	1.5	37.3	-3.8%	O=C(O)Cn1c(-c2ccccc2)nc2ccccc21
-0.8%	10.6	23.3	/	CC(C)CNC(=O)c1c2c(nc3ccccc13)-c1ccccc1CC2
-0.2%	5.3	15.6	1.2%	O=C(CCc1ccccc1)Nc1ncc2c(n1)CCCC2=O
-6.7%	-4.0	-15.4	-9.2%	Clc1ccc(N2CCCCCC2)nn1
-3.6%	0.8	39.8	/	Cc1c(Cl)cccc1NC(=S)N1CCN(c2ncccn2)CC1
4.8%	8.1	5.6	9.5%	Fc1cccc(Oc2nc3ccccc3n3cccc23)c1
0.8%	-3.7	-19.5	/	O=C(Nc1cc(C(F)(F)F)ccc1Cl)c1cc(C2CC2)on1
7.1%	-7.1	13.8	-3.8%	CCCC(=O)Nc1nnc(-c2cccc(OCC)c2)s1
-2.1%	/	-2.8	/	Cc1[nH]n(-c2ccccc2)c(=O)c1C=Nc1ccc(S(=O)(=O)N(C)C)cc1
8.6%	-8.8	12.3	-2.8%	CN(C)S(=O)(=O)c1ccccc1C#N
-2.1%	/	-2.1	/	CCOC(=O)CNCCC(=O)c1ccc(Br)cc1
-0.8%	3.7	6.7	-7.5%	O=C(O)CC1NC(=S)N(c2ccccc2)C1=O (stereo not given)
-0.5%	?	14.3	12.0%	CCOC(=O)c1cnc2ccc(OCC)cc2c1N1CCN(C)CC1
1.5%	-7.5	21.5	-4.8%	CCn1c(SCC(=O)NCCOC)nc2sc(C)c(C)c2c1=O
-4.5%	-1.7	?	14.2%	O=C(NCCc1ccccc1)c1cc(-c2ccc3c(c2)OCO3)on1
-2.8%	/	-113.4*	/	CCOC(=O)CNS(=O)(=O)c1ccc(C)cc1
4.6%	9.1	-26.6	3.0%	O=C(c1ccco1)N1CCN=C1SCc1cccc(F)c1
0.2%	/	-9.0	/	O=C(NC(CC(=O)N1CCN(c2ccccc2)CC1)c1ccccc1)c1ccccc1Cl (stereo not given)
-0.7%	/	?	/	COC(=O)c1sccc1NC(=S)N1CCN(c2ccccc2F)CC1
-10.1%	-1.0	13.8	2.6%	COC(=O)c1cc(-c2cccc(OC)c2)n[nH]1
-2.6%	-12.1	-20.8	/	NS(=O)(=O)c1ccc(NC(=S)NCc2ccccc2Cl)cc1
-24.5%	-5.0	71.0	/	O=C(Cc1cc(=O)[nH][nH]1)N/N=C/c1cccc(Cl)c1Cl
-5.3%	6.0	12.9	41.5%[activator]	Clc1ccc(-n2c(SCc3nc4ccccc4[nH]3)nnc2-c2ccncc2)cc1
0.7%	/	/	2.9%	CC(C)NC(=O)N1CC[C@@]2(CCCN(C(=O)c3ccco3)C2)C1
0.1%	/	/	3.7%	O=C(c1ccncc1)N1CCC2(CC1)CCN(c1ccncc1)CC2
-0.4%	0.4	?	-2.9%	COC(=O)C1C2CCC(C2)C1C(=O)OCC(=O)c1ccc(C)cc1 (stereo not given)
0.6%	/	/	8.7%	N#Cc1ccc(C23CC4(C2)[C@H](CN(Cc2ccc(-c5ccccc5)cc2)[C@@H]4c2ccccc2)C3c2ccc(C(F)(F)F)cc2)cc1 (stereo not given in full)
1.1%	7.8	?	/	CCc1nnc(NC(=O)CSc2nc3ccccc3c(=O)n2CCCOC)s1
-11.6%	-7.2	?	9.3%	Cc1cc(C(=O)N=Nc2c(O)n(C(C)C)c3ccccc23)n[nH]1
-7.5%	/	/	-8.2%	CCC/C=C(\CCC)C(NS(=O)(=O)c1cccs1)c1ccc(C(=O)OC)cc1 (stereo not given)
?	-6.5	?	/	C/C(=N/NC(=S)Nc1ccccc1)c1ccc2c(c1)OCO2
-0.3%	1.0	5.4	/	C/C(=N\NC(=O)c1ccc(CN(C)S(=O)(=O)c2ccc(C)cc2)cc1)c1ccc(OC(F)F)cc1
0.5%	-4.7	33.7	-12.8%	Cc1cccc2cc3c(NC(=O)c4ccccn4)nn(C)c3nc12
-4.0%	2.1	4.9	1.7%	COc1nc(Oc2ccc(C(=O)OCC(N)=O)cc2)nc(N(C)C)n1
-5.5%	6.8	?	-0.5%	O=C(Oc1nsnc1N1CCOCC1)c1ccccc1
0.1%	9.6	-19.2	/	COc1cc(/C=C2\SC(N)=NC2=O)ccc1OCC(=O)Nc1ccc(C)cc1
1.9%	3.6	-23.2	1.6%	Cc1nc2nc(COc3ccccc3)[nH]n2c(=O)c1Cl

4 entries from above in a different format:
O=C(NCCc1ccccc1)c1cc(-c2ccc3c(c2)OCO3)on1
- ALOX12 inhib: -4.5%
- IMPase cell inh: -1.7
- PNC inhibitor: ?
- 15-hLO-2 inh: 14.2%
COc1nc(Oc2ccc(C(=O)OCC(N)=O)cc2)nc(N(C)C)n1
- ALOX12 inhib: -4.0%
- IMPase cell inh: 2.1
- PNC inhibitor: 4.9
- 15-hLO-2 inh: 1.7%
O=C(NC(CC(=O)N1CCN(c2ccccc2)CC1)c1ccccc1)c1ccccc1Cl (stereo not given)
- ALOX12 inhib: 0.2%
- IMPase cell inh: /
- PNC inhibitor: -9.0
- 15-hLO-2 inh: /
CCC/C=C(\CCC)C(NS(=O)(=O)c1cccs1)c1ccc(C(=O)OC)cc1 (stereo not given)
- ALOX12 inhib: -7.5%
- IMPase cell inh: /
- PNC inhibitor: /
- 15-hLO-2 inh: -8.2%

Carrying on.
ALOX12 inhib	IMPase cell inh	PNC inhibitor	15-hLO-2 inh	molecule
-3.4%	/	-19.3	/	CC(=O)c1ccc(OCC(=O)c2cc(C)n(-c3ccc4c(c3)OCO4)c2C)cc1
-5.7%	/	/	?	Fc1ccc(-c2nc3n(c2-c2ccncc2)CCS3)cc1
-9.6%	13.8	6.1	-7.9%	O=C(Cc1coc2ccc3ccccc3c12)N1CCN(c2ncccn2)CC1
-2.1%	-4.2	?	-1.2%	COCc1cc(C)n(CC(=O)Nc2ccccc2OC)c(=O)c1C#N
0.9%	6.2	-6.1	1.9%	CCN(CC)C(=O)COc1ccc(-c2ccccc2)cc1
-12.4%	/	-10.5	/	Cc1ccc(-c2ccccc2)n1-c1ccc(C(=O)O)cc1
-2.8%	-2.1	-2.4	5.4%	CCc1nc2ccccc2n1Cc1cc(=O)n2cc(C)ccc2n1
-2.9%	3.3	19.2	3.4%	CN(C(=O)c1ccno1)c1nnc(-c2cnccn2)s1
-3.7%	4.6	-2.1	6.8%	Cc1ccc2c(CN3CCN(S(=O)(=O)c4ccc5c(c4)OCCO5)CC3)cc(=O)oc2c1C
-2.3%	-2.4	-11.0	/	CCSc1nnc(NC(=O)CSc2nnc(CNC(=O)c3cc(OC)c(OC)c(OC)c3)o2)s1
-1.9%	-13.2	50.7	-6.7%	O=C(CCCc1ccccc1)NCc1cccnc1
-1.6%	-12.7	-8.4	/	COc1ccc(NC(=O)c2ccc3nc(-c4ccccc4)c(-c4ccccc4)nc3c2)c(OC)c1
-4.8%	-1.2	-12.7	-9.1%	O=[N+]([O-])c1cc(S(=O)(=O)N2CCCC2)ccc1N/N=C/c1cccs1
-1.6%	6.7	55.2	1.1%	COc1ccc(C(c2nnnn2CC2CCCO2)N2CCN(c3ccccc3)CC2)cc1 (stereo not given)
-0.9%	-2.6	-6.4	-2.6%	Cc1cc(=O)oc(C)c1C(=O)Nc1ccc2nsnc2c1
-11.4%	-2.3	-12.8	/	Cc1cc(C(=O)Nc2sc3c(c2C#N)CCCC3)no1
3.6%	4.7	45.8	16.6%	CN(C)CCNc1nc(-c2ccccc2)nnc1C(F)(F)F
0.9%	0.8	25.0	/	O=C(NN1C(=O)C2C3c4ccccc4C(c4ccccc43)[C@@H]2C1=O)c1ccccc1 (stereo not given in full)
0.9%	-4.7	-20.2	/	CC(C)(C)NC(=O)C(c1ccco1)N(C(=O)Cn1nnc(-c2ccc(F)cc2)n1)c1cccc(F)c1 (stereo not given)
-3.3%	/	-13.5	/	Cc1ccc(CSc2nnc(SCC(=O)N/N=C/C=C/c3ccco3)s2)cc1
1.4%	-4.1	-2.2	-2.2%	O=c1[nH]c(N2CCCCC2)nc2c1CCCC2
-0.8%	-3.6	?	6.4%	O=C(OC1CCCCC1)c1ccc(NC(=O)c2ccco2)cc1
4.5%	11.0	16.9	-3.8%	COc1cc(NC(=O)C2CCCO2)c(OC)cc1NC(=O)c1ccccc1 (stereo not given)
-6.7%	1.0	-16.1	-18.9%	COC(=O)c1ccc(CSc2nnc(Nc3cccc(OC)c3)s2)o1
-23.3%	0.4	?	-10.5%	CCOC(=O)c1cc2c(=O)n3cccc(C)c3nc2n(Cc2ccco2)c1=NC(=O)c1cccnc1
-5.2%	1.6	?	/	N#CC1=C(N)OC2=C(CC/C2=C\c2ccc(F)cc2)C1c1ccc(F)cc1 (stereo not given)

The list is partial; count on the stated rates, not on these rows.
